# Screening data deposited in PubChem by several laboratories.
# CHRM5 agonist: human M5 muscarinic receptor agonists, primary screen, CHO-K1 cells, Fluo-8 calcium fluorescence; Muscarinic acetylcholine receptor M5 (Homo sapiens), P08912; CHO-K1 hM5 cells; 0% DMSO wells, 100% maximal acetylcholine response; activation, % at 3 µM; 360,000 tested, 0.19% active; AID 624037, 2012;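 active = activation above the run's mean over test compounds plus 3 SD, cut at about 23% in these data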;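 also: signal is peak over basal fluorescence ratio across the kinetic read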
# Target sequence (P08912 whole entry, looked up): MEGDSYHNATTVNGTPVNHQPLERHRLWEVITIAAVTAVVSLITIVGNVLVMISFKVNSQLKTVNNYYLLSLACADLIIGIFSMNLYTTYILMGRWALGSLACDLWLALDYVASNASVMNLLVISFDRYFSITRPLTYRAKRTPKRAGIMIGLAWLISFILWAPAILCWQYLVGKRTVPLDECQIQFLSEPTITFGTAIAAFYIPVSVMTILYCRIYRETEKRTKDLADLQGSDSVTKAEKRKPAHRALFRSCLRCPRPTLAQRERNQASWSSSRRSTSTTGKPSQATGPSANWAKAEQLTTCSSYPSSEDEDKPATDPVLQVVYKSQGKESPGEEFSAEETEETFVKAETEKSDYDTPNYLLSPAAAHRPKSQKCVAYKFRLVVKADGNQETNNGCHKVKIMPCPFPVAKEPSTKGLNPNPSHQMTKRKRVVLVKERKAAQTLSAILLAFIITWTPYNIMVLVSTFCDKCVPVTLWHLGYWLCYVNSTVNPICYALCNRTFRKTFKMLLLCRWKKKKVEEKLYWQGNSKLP
# M1 PAM parental: nonselective calcium activators in parental CHO-K1 cells, primary screen, counter-screen for M1 PAM project, cell-based, Fluo-8 calcium fluorescence, full deck, 1536-well. ATP EC20; 0% at ATP EC20, 100% at ATP max. activation, % at 3 µM. 360,000 tested, 0.02% active;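 active = activation above the run cutoff, the mean activation of all test compounds plus 3 SD, cut at about 40% in these data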;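 also: peak over basal fluorescence ratio in a 140 s read after ATP addition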
# M5 PAM: human M5 muscarinic receptor positive allosteric modulators, primary screen, CHO-K1 cells, Fluo-8 calcium fluorescence; activation, % at 3 µM; CHO-K1 hM5, ACh EC20 PAM; 0% = ACh EC20, 100% = ACh EC100; Muscarinic acetylcholine receptor M5 (Homo sapiens), P08912; AID 624038, 2012; 360,000 tested, 0.3% active;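 active = activation above the run cutoff, the mean activation of all test compounds plus 3 SD, cut at about 18% in these data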
#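 Assay system: CHO-K1 hM5 cells. Also added: acetylcholine at EC20 concentration, added after compound. Dosing: 3 µM, single dose. Times: compound preincubation 140 s before EC20 acetylcholine addition. Signal: Fluo-8 calcium fluorescence. Measure: % activation relative to EC20 and EC100 ACh responses. Repeats: singlicate, one well per test compound.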
# CRFR2-BP antag: antagonists of CRF-BP/CRF-R2 complex, primary screen, cell-based, HEK293, calcium dye fluorescence, uHTS; CRF-induced calcium fluorescence; inhibition, % at 11.8 µM; 350,000 tested, 0.59% active; AID 588475, 2011;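 active = inhibition of the ligand-induced calcium signal above about 50% at the single tested concentration, limit read from the data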
# TAAR1 antag: human TAAR1 antagonists, primary screen, Fluo-8 calcium fluorescence, CHO RD-HGA16 cells. 360,000 tested, 1.5% active. Trace amine-associated receptor 1 (Homo sapiens), Q96RJ0. AID 624466, 2012. inhibition, % at 3 µM. antagonist;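 active = inhibition above a per-plate cutoff, the mean inhibition of test compounds on that plate plus 3 SD, cut at about 49% in these data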;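 also: 0% = DMSO plus EC80 beta-PEA response and 100% = DMSO alone without agonist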
# Target sequence (Q96RJ0 whole entry, looked up): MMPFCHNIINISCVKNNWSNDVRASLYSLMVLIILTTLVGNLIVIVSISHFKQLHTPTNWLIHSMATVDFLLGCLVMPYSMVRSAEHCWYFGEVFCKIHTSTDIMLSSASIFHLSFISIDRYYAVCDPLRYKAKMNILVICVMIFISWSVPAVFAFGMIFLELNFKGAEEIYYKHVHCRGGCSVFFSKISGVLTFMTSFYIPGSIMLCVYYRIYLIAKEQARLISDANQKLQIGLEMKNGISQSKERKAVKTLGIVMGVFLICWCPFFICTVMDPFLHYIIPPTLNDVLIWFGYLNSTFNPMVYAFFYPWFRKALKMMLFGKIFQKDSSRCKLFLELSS
#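 System: RD-HGA16 CHO cells with stable hTAAR1 and Gα16 | Probe or stimulus: EC80 β-phenethylamine stimulus | Dosing: 3 µM, single point | Times: Dye loading 75 min at 37 °C, then 30 min room temperature | Measured by: Fluo-8 calcium-sensitive fluorescence | Read-out basis: % inhibition of agonist calcium response | Replicates: n of 1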
# CHRM5 antagonist: human M5 muscarinic receptor antagonists, primary screen, CHO cells, Fluo-8 calcium fluorescence | AID 624040, 2012 | 360,000 tested, 0.59% active | Muscarinic acetylcholine receptor M5 (Homo sapiens), P08912 | inhibition, % at 3 µM | CHO-hM5 cells, ACh EC80;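 active = inhibition above a per-plate cutoff, the mean of that plate's test compounds plus 3 SD, cut at about 27% in these data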;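 also: 0% = acetylcholine EC80 with DMSO and 100% = DMSO without agonist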
# CHRM4 PAM: human M4 muscarinic receptor positive allosteric modulators, primary screen, CHO-K1 cells, Fluo-8 calcium fluorescence; Muscarinic acetylcholine receptor M4 (Homo sapiens), P08173; CHO-K1 hM4/Gqi5, ACh EC20; 0% = ACh EC20, 100% = maximal ACh; activation, % at 3 µM; 360,000 tested, 0.4% active; AID 624126, 2012;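 active = activation above its plate's cutoff, the mean activation of sample wells plus 3 SD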; also: some results filed as inactive read as strong as hits
# TAAR1 agonist: human TAAR1 agonists, primary screen, Fluo-8 calcium fluorescence, CHO RD-HGA16 cells; Trace amine-associated receptor 1 (Homo sapiens), Q96RJ0; vehicle wells 0%, saturating PEA agonist 100%; activation, % at 3 µM; 360,000 tested, 0.99% active; AID 624467, 2012;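 active = activation above the mean activation of all test compounds in the run plus 3 SD, cut at about 38% in these data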
#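 Assay system – CHO-derived RD-HGA16 cells with stable Gα16 and human TAAR1 · Compound dosing – one-point dosing at 3 µM (nominal) · Incubation – 17-24 h seeding, 75 min 37 °C dye, 30 min RT · Measured by – kinetic Fluo-8 calcium fluorescence · Control set – DMSO vehicle as 0%, PEA at EC100 as 100% · Repeats – single well for each compound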
# CRFR2-BP ag: agonists of CRF-BP/CRF-R2 complex, primary screen, cell-based, HEK293, calcium dye fluorescence, uHTS. calcium dye fluorescence (FLIPR); percent of saturating CRF peptide response. activation, % at 13.2 µM. 350,000 tested, 0.46% active;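 active = activation of at least 50%, plus an integration ratio under a set limit after plate pattern correction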;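 also: plate controls were neutral control wells without compound for no effect and CRF at EC100 for full effect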
# The depositor's hits bear a star; x = not tested or not shown. This is a random part of the collection. About 4.2% of those tested had a hit in this group.
# Order of values – CHRM5 agonist	M1 PAM parental	M5 PAM	CRFR2-BP antag	TAAR1 antag	CHRM5 antagonist	CHRM4 PAM	TAAR1 agonist	CRFR2-BP ag
[1] CCOC(=O)NC1(NCc2ccccc2)Oc2ccccc2O1
    1	26	-4	-14	-8	3	4	0	-0.7
[2] Cc1ccc2c(c1)C1CC(C)(O2)N(c2cccc(C(=O)NCc3ccccn3)c2)C(=O)N1 (stereo unspecified)
    -3	-6	-8	-2	21	14	-7	6	-0.6
[3] CCOCCCNC(=O)c1cc(Cl)c(NC(=O)C2=C(C)OCCS2)cc1OC
    -7	1	-2	22	-15	1	-7	-2	-4.0
[4] Cc1ccc(-c2cn(S(=O)(=O)c3cccc4nsnc34)nc2N)cc1
    -6	5	-7	9	-3	3	1	13	-0.3
[5] COc1ccc(C2NC(Cc3ccccc3)(C(=O)O)C3C(=O)N(c4ccccc4OC)C(=O)C23)cc1 (stereo unspecified)
    1	-8	8	-7	18	-12	-2	6	-1.0
[6] COc1ccc(OC)c(C(=O)CN2C(=O)NC(C)(c3ccccc3)C2=O)c1 (stereo unspecified)
    5	-2	-5	-44	17	0	-1	14	1.1
[7] O=C1CSC(=S)N1Cc1cccs1
    8	17	-8	5	-3	10	5	0	-4.3
[8] Cc1cccc(C(C(=O)NC2CCCCC2)N(Cc2cccnc2)C(=O)c2csnn2)c1 (stereo unspecified)
    0	3	7	-5	-2	-7	2	-3	0.1
[9] Cc1ccc(S(=O)(=O)CCC(=O)Nc2cccc(S(=O)(=O)N3CCCCCC3)c2)cc1
    -3	11	-20	-10	-4	26	-3	4	-1.3
[10] CSc1ccc(Cn2nnc(C(=O)Nc3ccc(C)c(C)c3)c2N)cc1
    3	-6	4	12	4	-5	0	5	6.1
[11] CCOC(=O)N1CCN(S(=O)(=O)c2cccs2)CC1
    -2	20	9	3	-3	-10	3	3	-1.6
[12] Cc1ccn2cc(-c3cccc(S(=O)(=O)N4CCCC4)c3)nc2c1
    -5	17	1	15	-9	-1	2	-1	-0.6
[13] O=C(NCC1(N2CCCCC2)CCCCC1)c1cccc(NS(=O)(=O)c2ccccc2)c1
    -3	-23	-4	6	-6	3	-9	0	1.3
[14] Cc1cc2oc(C(=O)N(Cc3ccccc3)c3ccccn3)cc(=O)c2cc1Cl
    0	11	0	19	-10	-4	0	0	-3.6
[15] O=C(Nc1ccc(N2CCN(C(=O)c3ccccc3)CC2)cc1)c1ccc(Br)o1
    2	8	-11	3	32	7	-6	13	-1.6
[16] O=C(O)C1C2C=CC(C3CC23)C1C(=O)O (stereo unspecified)
    -1	9	7	18	-17	-7	15	7	-1.0
[17] COc1ccccc1CNC(=O)C1CCCN(S(=O)(=O)c2cccs2)C1 (stereo unspecified)
    -2	-11	4	-2	5	0	-5	1	0.5
[18] COc1ccccc1-c1coc2cc(OC(=O)N3CCOCC3)ccc2c1=O
    3	-16	7	-15	7	-2	-2	8	-0.2
[19] O=C1NC[C@@H](CCCCN2C[C@H](Cc3ccc(O)cc3)N(CC3CCCCC3)C(=O)C2=O)N(CCc2ccccc2)C1=O
    0	21	3	x	-19	3	6	3	x
[20] Cn1c(CNC(=O)CNS(=O)(=O)c2ccc(F)cc2F)cc(=O)n(C)c1=O
    -2	-9	6	-2	-17	-5	6	5	-0.4
[21] CCCc1cc(=O)oc2cc(C)cc(OCC(=O)NCCCN3CCOCC3)c12
    -8	18	1	0	-21	0	2	0	1.0
[22] O=C(Nc1cc([N+](=O)[O-])ccc1O)c1ccc2c(c1)C(=O)N(Cc1ccco1)C2=O
    9	-12	-1	-11	16	5	-3	4	-0.6
[23] CCOc1ccc(NC(=O)CSC2=C(C#N)C(c3ccc4c(c3)OCO4)CC(=O)N2)cc1 (stereo unspecified)
    -4	-6	12	-34	4	10	11	7	0.1
[24] O=C(CSc1nc2ccccc2o1)c1cc2ccccc2oc1=O
    -4	-2	-4	-15	22	3	1	4	1.4
[25] Cc1nc(NC(=O)c2cccnc2)ccc1Br
    1	15	-7	12	0	-9	8	10	0.2
[26] CN1CCN(CC(=O)N/N=C/c2ccc(F)c(F)c2)CC1
    -1	8	1	18	4	-3	-5	7	-1.7
[27] COc1ccc2[nH]cc(C(=O)CCl)c2c1
    -7	18	5	12	-23	8	-4	1	0.3
[28] O=C1COC(c2ccccc2)=CN1Cc1ccccc1
    2	10	-7	3	22	14	0	1	-2.8
[29] C=CC[C@@H](Cc1ccc(F)cc1)C(=O)OC[C@@H]1CCCN1C(=O)[C@H](CC=C)CC(=O)NCCO
    1	-16	-9	10	-4	5	-5	14	-2.0
[30] CN(C)CC(C)(C)CNC(=O)C1CCN(Cc2ccccc2O)CC1
    -1	2	-2	-1	20	-4	2	8	1.1
[31] Clc1ccc(-n2nnnc2CN2CCOCC2)cc1Cl
    -3	-11	2	21	-23	-2	-4	4	-1.5
[32] COc1ccc(CNC(=O)CSc2nnc(NC(=O)C3CC3)s2)cc1
    -4	8	3	14	-19	2	4	-1	-1.0
[33] O=C(CCN1CCCCC1)N/N=C/c1ccc(Br)cc1
    -5	12	3	0	-9	-5	13	4	-0.2
[34] Cn1c2ccccc2c2cc([N+](=O)[O-])ccc21
    -10	7	-6	-11	-14	15	1	1	1.1
[35] CCCCc1c(C)nc2ccc(Br)cc2c1SC(N)N
    -1	10	0	5	10	10	1	0	0.1
[36] CN1CCN(S(=O)(=O)c2ccccc2)C(c2ccccc2)C1 (stereo unspecified)
    -1	9	5	-1	-21	9	2	6	-0.2
[37] Cc1nc(NC(=O)/C=C/c2ccccc2)n[nH]1
    -3	16	-5	-18	-2	10	2	-2	1.6
[38] CCN(CC)CCNC(=O)c1ccc(NC(=O)c2ccc(-n3cncn3)c([N+](=O)[O-])c2)cc1
    -2	10	-1	4	-18	2	-4	12	0.3
[39] CN1CCc2c(sc(/N=C/c3cccs3)c2C(N)=O)C1
    -2	23	6	-9	x	-9	0	x	60*
[40] COc1ccc(CCN2C(=O)C3C4CCC(C4=C(C)C)C3C2=O)cc1OC (stereo unspecified)
    -1	-10	-5	-4	-21	7	-6	5	1.1
[41] O=C(CN1C(=O)/C(=C/c2cccc(Br)c2)SC1=S)Nc1cccnc1
    0	27	0	-30	8	-3	1	2	4.1
[42] CCn1c(SCC(=O)C(C)(C)C)nnc1-c1ccccc1OC
    -5	15	-4	7	13	2	10	3	0.4
[43] CCCOc1ccc(N2C(=O)CC(N(CCc3ccc(OC)cc3)C(=O)c3ccccc3)C2=O)cc1 (stereo unspecified)
    -3	8	-1	1	-18	1	-1	1	-0.2
[44] CN(C)C/C=C/C(O)(c1ccccc1)c1ccccc1
    -19	19	-36	-13	1	45*	-54	1	2.0
[45] COc1cccc2cc(C(=O)N3CCC(C)CC3)c(=O)oc12
    1	7	0	-10	-32	-1	7	2	-1.7
[46] COc1ccc(S(=O)(=O)NCc2cc(=O)n(C)c(=O)n2C)cc1F
    -2	-1	-4	3	-1	4	3	1	-1.1
[47] CC1(C(=O)Nc2ccc3nc[nH]c3c2)CCN1C(=O)CCc1ccccc1 (stereo unspecified)
    0	-5	3	x	8	-4	0	1	x
[48] CC(C)c1cccc(C(C)C)c1NC(=O)c1ccc(-c2cc(Cl)ccc2Cl)o1
    0	12	7	x	-12	-8	2	2	x
[49] O=S(=O)(NCc1cc(-c2ccccc2)no1)c1ccccc1Cl
    -3	14	8	-11	-11	-10	3	2	-0.7
[50] CC(C)COc1cccc(C(=O)N(CC(=O)Nc2ccccc2C(F)(F)F)Cc2ccco2)c1
    -2	-3	-4	8	61*	15	16	9	3.5
[51] COc1ccc(-n2nnnc2S(=O)(=O)CC(=O)N2CCCCC2)cc1
    2	-3	-9	17	22	3	-4	1	-0.3
[52] Cc1cc(NC(=O)CSc2nnc(-c3ccc(S(=O)(=O)N4CCCC4)cc3)n2C)no1
    -4	-1	5	-2	0	-7	-1	-3	0.3
[53] CCCNC(=O)N1C2=NC(C(=O)OC)=C(C(=O)OC)[C@@H]3N(Cc4ccccc4)c4ccccc4[C@]23C[C@H]1CO
    7	-16	20*	-2	9	-9	10	11	1.1
[54] Cc1cc(C)c(C)c(C(=O)c2ccccc2C(=O)O)c1C
    3	30	4	8	-13	2	-2	5	-0.1
[55] CC(C)c1ccc(OCC(=O)N(c2ccccn2)C2CCCCC2)cc1
    -2	13	-3	-13	-36	-5	-2	2	2.7
[56] COc1cc(Cl)c(C)cc1NC(=O)CSc1sc2c(O)cc(=O)[nH]c2c1C#N
    -2	1	3	14	-11	1	4	-1	0.1
[57] Cc1c(O)ccc(/C=N/Nc2ncccc2[N+](=O)[O-])c1O
    2	14	1	6	12	1	-2	0	-0.4
[58] COc1ccccc1NC(=O)C1=C(C)Nc2nc(CCCO)nn2C1c1cccnc1 (stereo unspecified)
    -1	16	-2	6	11	0	0	8	1.5
[59] CN(C)C(=S)NC(=O)C12CC3(C)CC(C)(CC(C)(C3)C1)C2
    -3	14	-9	2	-35	14	-5	5	2.8
[60] CCCc1cc(=O)[nH]c(SCC(=O)Nc2ccc(OC)c(S(=O)(=O)N3CCCCC3)c2)n1
    -4	-14	-12	5	1	13	-1	3	-1.2

# Later entries:
# Order of values – CHRM5 agonist	M1 PAM parental	M5 PAM	CRFR2-BP antag	TAAR1 antag	CHRM5 antagonist	CHRM4 PAM	TAAR1 agonist	CRFR2-BP ag
[61] Cc1ccc(S(C)(=O)=O)cc1C(=O)N1CC(C(N)=O)Oc2ccccc21 (stereo unspecified)
    -2	1	0	13	5	0	4	-3	2.2
[62] O=C(NN=C1CCCCC1)NC1CCCCC1
    -2	19	-1	-18	-17	-5	18	2	-1.0
[63] CCc1nn(CCCC(=O)NCc2ccccc2C)c(=O)c2cc3occc3n12
    -5	-3	-3	5	-11	0	5	0	-3.2
[64] CC1CN(S(=O)(=O)c2cccc(-c3cn4ccccc4n3)c2)CC(C)O1 (stereo unspecified)
    -1	-1	-2	-7	-14	-4	-3	11	-1.4
[65] Cc1onc(-c2ccccc2)c1C(=O)c1ccccc1
    -5	19	15	9	-13	-3	4	1	-1.1
[66] N=c1n(Cc2ccccc2)c2ccccc2n1CC(O)c1ccccc1 (stereo unspecified)
    -2	2	-5	10	-4	3	-3	8	0.5
